GPR7 antag = antagonists of human GPR7 (neuropeptides B/W receptor 1); P48145; GPR7-expressing cells, fluorescence antagonist assay; inhibition, % at 4.4 µM; 290,000 tested, 1.1% active; AID 1861; in the data active = inhibition above about 16%, passing the limit was not always enough;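 note: cells stimulated with the agonist NPW; 0% = agonist with vehicle and 100% = vehicle without agonist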
IDE cell inh = inhibits human insulin-degrading enzyme in HEK cells | P14735 | FAbetaB cleavage, fluorescence polarization | inhibition, % at 5.59 µM | 320,000 tested, 0.41% active | AID 434962;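 active = percent inhibition above the average of all tested compounds plus 3 SD, set per screening campaign, cut at about 16% in these data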;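 note: IDE supplied by intact live HEK cells; FP after avidin binding of uncleaved biotin substrate so inhibition keeps polarization high; 0% = DMSO wells and 100% = 60 µM reference IDE inhibitor Ii1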
Target sequence (P14735 whole entry, looked up): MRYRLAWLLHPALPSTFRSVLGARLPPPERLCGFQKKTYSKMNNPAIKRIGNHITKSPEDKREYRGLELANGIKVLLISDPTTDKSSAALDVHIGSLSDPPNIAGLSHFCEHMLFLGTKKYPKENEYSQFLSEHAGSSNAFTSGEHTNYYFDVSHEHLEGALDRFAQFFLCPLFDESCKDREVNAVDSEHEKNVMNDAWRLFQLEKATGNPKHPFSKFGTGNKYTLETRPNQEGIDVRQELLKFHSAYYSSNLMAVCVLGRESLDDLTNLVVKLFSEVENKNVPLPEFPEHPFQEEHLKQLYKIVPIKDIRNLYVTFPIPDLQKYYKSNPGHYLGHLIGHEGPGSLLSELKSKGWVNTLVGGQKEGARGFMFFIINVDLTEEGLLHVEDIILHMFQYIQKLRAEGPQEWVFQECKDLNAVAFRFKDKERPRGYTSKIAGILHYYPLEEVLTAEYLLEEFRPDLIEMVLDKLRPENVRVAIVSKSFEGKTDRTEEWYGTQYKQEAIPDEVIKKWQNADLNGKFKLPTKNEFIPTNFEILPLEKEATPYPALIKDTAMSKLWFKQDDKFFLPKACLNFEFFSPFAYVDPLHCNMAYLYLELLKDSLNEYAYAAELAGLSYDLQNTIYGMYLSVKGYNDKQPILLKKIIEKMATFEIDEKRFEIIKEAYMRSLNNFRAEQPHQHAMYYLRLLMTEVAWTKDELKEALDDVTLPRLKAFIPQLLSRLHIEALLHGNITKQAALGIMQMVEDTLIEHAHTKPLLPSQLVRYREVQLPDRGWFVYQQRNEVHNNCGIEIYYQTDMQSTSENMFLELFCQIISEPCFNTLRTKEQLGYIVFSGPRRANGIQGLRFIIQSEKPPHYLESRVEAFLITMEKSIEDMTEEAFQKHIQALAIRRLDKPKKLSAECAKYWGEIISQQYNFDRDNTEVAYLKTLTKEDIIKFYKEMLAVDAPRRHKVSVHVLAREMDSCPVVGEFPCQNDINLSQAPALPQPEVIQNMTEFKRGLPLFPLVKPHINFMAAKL
NALP1 inh = inhibitors of NALP1 inflammasome in yeast | 280,000 tested, 0.61% active | S. cerevisiae NALP1/ASC/caspase-1 growth, X-gal OD620, 72 h | inhibition, % at 10 µM; in the data active = inhibition mostly above about 24%, no sharp cut-off; inactive = mostly below about 32%; note: some compounds called inactive have numbers as strong as hits
VIM-2 inhibitor = blocks Pseudomonas aeruginosa VIM-2 metallo-beta-lactamase; inhibition, % at 5.6 µM; 290,000 tested, 0.89% active; purified VIM-2, nitrocefin hydrolysis, epi-absorbance fluorescence;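 active = inhibition above the mean of all tested compounds plus 3 SD, cutoff set per screening run, cut at about 7.5% in these data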;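 note: red hydrolysis product quenches plate fluorescence so inhibitors raise well fluorescence; 0% = enzyme with DMSO and 100% = DMSO without enzyme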
M18AAP inhibitor = PfM18AAP enzyme inhibition. recombinant PfM18AAP, H-Glu-NHMec fluorogenic cleavage. AID 1822. 290,000 tested, 1.2% active. inhibition, % at 7.35 µM;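 active = inhibition above the campaign mean inhibition over all tested compounds plus 3 SD, cut at about 28% in these data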;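 note: 0% = plate median of test compound wells and 100% = 2 mM ZnCl2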
pCIP destab = compounds decreasing mouse p/CIP protein stability; Q05BA5; F442A p/CIP-EGFP cells, EGFP fluorescence, 16 h; decrease of EGFP signal, % at 10 µM; 290,000 tested, 0.01% active;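 active = EGFP signal decrease of at least 30% at 10 µM or well 3 SD below plate mean, unless failing retest; inactive = the rest, including hits failing retest or dose response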; note: some compounds called inactive have numbers as strong as hits; many of its hits are not listed in these tables
PHOSPHO1 inh = blocks human PHOSPHO1 phosphatase activity | inhibition, % at 13.3 µM | recombinant PHOSPHO1, absorbance phosphatase assay | 290,000 tested, 1.1% active | AID 1565 | Q8TCT1; in the data active = inhibition above about 60%
IMP-1 inh = inhibitors of Pseudomonas aeruginosa IMP-1 metallo-beta-lactamase | purified IMP-1, nitrocefin hydrolysis, epi-absorbance fluorescence | inhibition, % at 5.6 µM | 290,000 tested, 0.45% active | AID 1556;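 active = inhibition above the mean plus 3 SD of all compounds in the same screening run, cut at about 4.5% in these data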;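 note: 0% = IMP-1 with DMSO and 100% = DMSO wells lacking enzyme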
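assay system = purified recombinant IMP-1 metallo-beta-lactamase enzyme | schedule = 15 min preincubation plus 25 min reaction at 25 °C | signal = Epi-absorbance fluorescence, 480 nm excitation, 530 nm emission | read-out basis = percent inhibition from optical density relative to buffer-blank wells | controls = IMP-1 with DMSO as 0%, enzyme-free DMSO as 100%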
IDE act = IDE (human) activation, cell-based. 340,000 tested, 0.073% active. P14735. activation, % at 5.96 µM. HEK cells, FAbeta-B cleavage, fluorescence polarization; 0% vehicle, 100% cell-free pure enzyme wells;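 active = activation above the mean of all tested compounds plus 3 SD, set per screening campaign, cut at about 17% in these data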
Active calls of the source: *; x = no result given.

SMILES	GPR7 antag	IDE cell inh	NALP1 inh	VIM-2 inhibitor	M18AAP inhibitor	pCIP destab	PHOSPHO1 inh	IMP-1 inh	IDE act
CCCCc1nc2n[nH]c(N)c2c2c1CCC2	-18.8	5.3	-3.0	-1.2	-20.5	-7.5	16.3	-1.7	-2.1
Cc1ccc(C)c(Sc2ccc(NC(=O)CCl)cc2)c1	12.0	2.0	x	0.7	17.6	-21.6	-4.0	-0.2	x
CCN(CC)S(=O)(=O)c1ccc(C(=O)NCCN2C(=O)S/C(=C\c3cccnc3)C2=O)cc1	-11.0	0.0	2.7	-2.3	8.1	12.1	16.2	-3.6	7.5
CCCC(=O)NC(c1ccco1)c1cc(Cl)c2cccnc2c1O (configuration not stated)	1.9	0.9	0.7	-1.9	27.8	-3.9	-25.3	-3.3	-3.0
COc1ccc(C(=O)NC(C)CCc2ccccc2)c(O)c1 (configuration not stated)	18.3	x	15.7	-0.5	-2.2	2.4	28.0	-1.6	7.5
COC(=O)/C=C/c1ccc(-n2cncn2)cc1	-15.3	0.2	0.8	1.6	-4.7	3.9	-10.2	-1.6	-0.6
COc1cc(OC)cc(C(=O)N2CCN(c3ncccn3)CC2)c1	-3.1	5.0	20.2	-1.8	-4.5	-9.8	2.7	-1.3	4.9
Cc1ccc(NS(=O)(=O)c2cc(C(=O)Nc3cccc([N+](=O)[O-])c3)ccc2C)cc1	-5.5	4.8	6.8	-1.5	-2.0	-3.8	-22.0	0.1	5.9
CCN1C(=O)C2(C(C(=O)c3ccc(C)o3)=C(O)C(=O)N2CCCN2CCOCC2)c2ccccc21 (configuration not stated)	-6.8	-0.6	16.0	2.0	3.8	0.5	15.7	-0.9	5.0
C[C@@H](CO)NC(=O)c1ccc2c3n(nc2c1)-c1ccc(Cl)cc1CO3	x	-2.5	-5.8	x	x	-3.5	22.1	x	1.8
CC(C)CC(=O)N[C@H](C(=O)N[C@H](C(=O)N[C@@H](CC(C)C)[C@@H](O)CC(=O)N[C@@H](C)C(=O)N[C@@H](CC(C)C)[C@@H](O)CC(=O)O)C(C)C)C(C)C	-3.1	4.3	17.4	-1.8	6.3	0.0	18.2	-0.5	1.0
CCCCn1c(N)c(NCCC(C)C)c(=O)[nH]c1=O	-1.9	2.3	39.1	-0.3	-2.6	-5.1	-13.2	-4.4	6.3
C/C(=N\Nc1nc(N)cc(Cl)n1)c1ccc(Cl)c(Cl)c1	-0.2	-1.2	0.4	-4.1	11.3	-5.7	2.0	-2.8	-3.6
COc1ccc(CN2CCC(C(=O)c3ccc(F)cc3)CC2)cc1	-4.5	-2.1	12.9	-0.4	-7.2	-10.3	-2.4	-3.2	4.0
Cc1ccc(C(=O)NNC(=O)c2cc(OCC(F)(F)F)ccc2OCC(F)(F)F)cc1	-1.4	-0.3	-25.9	-1.2	2.0	9.1	13.5	-2.5	3.6
Cn1c(=O)c2cc(S(=O)(=O)NC(C(=O)NC3CCCCC3)c3ccccc3)ccc2n(C)c1=O (configuration not stated)	-5.8	x	16.2	-0.4	-0.6	-8.3	-3.3	-4.2	4.9
O=C(NC1CCCCC1)c1ccccc1NC(=S)NC(=O)C1CCC1	-7.5	-6.3	10.3	-1.9	-1.8	-17.9	7.1	1.1	6.5
O=C(COc1ccccc1Cl)c1ccc[nH]1	-11.0	5.2	15.2	-1.6	-0.3	0.1	28.3	-3.1	2.9
C=CCNC(=S)N1CCN(c2ccccc2Cl)CC1	2.9	2.1	2.2	-1.8	-5.9	-16.3	-9.8	-4.3	2.1
CCOc1ccc(S(=O)(=O)Nc2cccc(C(=O)N(C)Cc3cccc(OC)c3OC)c2)cc1	-3.9	-0.4	8.5	-2.8	2.5	1.6	14.2	-4.2	-0.1
Cc1csc(NS(=O)(=O)c2cccc([N+](=O)[O-])c2)n1	-15.3	8.3	-27.3	-2.8	2.5	-19.1	32.4	-2.6	4.2
CC(C)(C)c1ccc(-c2nc(C#N)c(N3CCC(C(N)=O)CC3)o2)cc1	-10.2	-2.0	16.2	0.4	2.9	-2.9	32.6	-1.7	-0.8
CCOc1ccc(N2C(=O)CC(N(CCc3ccc(OC)cc3)C(=O)c3cccc(F)c3)C2=O)cc1 (configuration not stated)	-12.9	3.2	36.8	-3.8	-0.9	0.2	-11.7	-3.4	-2.9
O=C(O)c1ccc(N/N=C/c2c[nH]c3ccccc23)cc1	-4.7	1.7	1.4	-3.7	-24.7	-10.1	x	-1.9	-1.5
Cc1ccc(C(=O)NNC(=O)c2ccc(C)cc2)cc1	-11.3	-1.1	-10.6	-1.2	-6.7	-22.2	5.6	-1.8	3.6

The list goes on (two carried over from the part before).
SMILES	GPR7 antag	IDE cell inh	NALP1 inh	VIM-2 inhibitor	M18AAP inhibitor	pCIP destab	PHOSPHO1 inh	IMP-1 inh	IDE act
O=C(O)c1ccc(N/N=C/c2c[nH]c3ccccc23)cc1	-4.7	1.7	1.4	-3.7	-24.7	-10.1	x	-1.9	-1.5
Cc1ccc(C(=O)NNC(=O)c2ccc(C)cc2)cc1	-11.3	-1.1	-10.6	-1.2	-6.7	-22.2	5.6	-1.8	3.6
N=C1C(c2ccccc2)=C(O)CN1NC(=O)c1ccccc1	-5.3	2.3	7.4	-1.5	-2.5	2.0	-12.6	-3.2	2.6
Cc1ccc(-c2noc(CN(C(=O)CCCN3C(=O)c4ccccc4C3=O)C(C)C)n2)cc1	-10.5	-9.0	x	2.1	-9.1	x	x	-1.3	-2.0
Cc1ccc(S(=O)(=O)n2[nH]c(=O)cc2NC(=O)c2cccs2)cc1	-6.4	2.6	22.6	69.9*	-7.8	3.9	9.3	-0.3	x
NC(=O)c1ccc(NC(=O)c2cnc3ccccc3n2)cc1	-8.6	5.6	2.2	-0.6	-15.0	-2.7	42.1	-1.1	4.2
Nc1nccc(/C=C/c2ccc(Cl)cc2)n1	-9.8	2.5	-4.3	0.9	-1.4	-10.4	7.4	-2.7	4.2
O=C1NCC(c2ccccc2)C1C(=O)N/N=C\c1ccc(-c2ccc(Cl)c(Cl)c2)o1 (configuration not stated)	7.2	-0.8	-7.6	-3.5	0.8	1.8	7.1	-5.4	1.3
CC1(C)SC(=S)N(NC(=O)Nc2ccccc2)C1N(O)C(=O)Nc1ccccc1 (configuration not stated)	-8.9	-5.9	-2.8	-4.8	6.0	-9.8	21.5	-1.7	5.7
O=C(NCCc1ccccc1)/C(=C\c1ccc([N+](=O)[O-])cc1)NC(=O)c1ccccc1	-3.9	0.0	3.9	1.1	0.3	-7.5	8.7	-2.3	6.3
CC(C)CNC(CC(=O)Nc1cccc([N+](=O)[O-])c1)C(=O)O (configuration not stated)	-3.8	5.1	6.2	-2.7	0.2	-4.1	-16.9	-3.7	5.0
COc1ccc(NC(=S)NC(NC(=O)c2cccc(C)c2)C(Cl)(Cl)Cl)c([N+](=O)[O-])c1 (configuration not stated)	-10.1	-10.4	10.3	-3.5	0.0	-11.7	5.3	-3.0	4.7
CN(Cc1ccncn1)C(=O)CC1C(=O)NCCN1Cc1cccc(Oc2ccccc2)c1 (configuration not stated)	-6.0	1.6	0.1	-1.6	-8.1	-4.8	36.3	-1.6	0.7
O=C(O[C@@H]1Cc2c(O)cc(O)cc2O[C@@H]1c1cc(O)c(O)c(O)c1)c1cc(O)c(O)c(O)c1	-7.6	x	-11.1	1.2	64.1*	-4.2	15.8	-0.4	x
Cc1cc(Nc2c(C)n(C)n(-c3ccccc3)c2=O)n2c(nc3cc(F)c(F)cc32)c1C#N	-10.9	-3.2	x	-1.6	-5.8	-7.9	39.0	-1.6	x
COc1cccc(-n2nc(-c3ccnn3-c3ccc(F)cc3)c(=O)n(C)c2=O)c1	-3.2	-0.5	-0.3	-1.6	-3.9	-4.4	13.0	-0.4	6.7
Cn1c(C(=O)NC2CCCCCC2)cc2c(=O)n(C)c3ccccc3c21	-2.4	2.0	-30.3	2.5	4.2	-8.7	-9.3	-3.0	9.1
C=CCNC(=O)C1CCN(c2ccc(S(=O)(=O)N3CCOCC3)cc2[N+](=O)[O-])CC1	0.7	3.1	18.1	-2.5	-0.1	2.1	34.2	-0.1	1.1
O=C(CCl)Nc1cccn2ncnc12	-12.7	5.6	17.0	-2.5	-12.4	-15.9	12.5	-2.0	-2.6
Cc1ccc(CNC(=O)CN2CCN(Cc3ccc(Cl)cc3)C2=O)cc1	7.0	2.2	12.8	-0.7	-1.0	-26.3	4.8	-0.7	3.0
Cc1ccccc1Cn1nnc(-c2cccc(C(=O)O)c2)n1	-9.1	5.3	-0.6	-2.8	6.3	9.2	15.6	-1.9	1.6
COC(=O)c1ccc(-c2ccc(/C=N/N3C(=O)C4C5C=CC(C6CC56)C4C3=O)o2)cc1 (configuration not stated)	-13.3	10.7	36.2	-0.5	4.5	2.3	5.6	-4.3	4.6
CO/N=C(\c1nonc1N)N1CCN(c2ccc(Cl)cc2[N+](=O)[O-])CC1	3.2	-1.0	-4.6	-3.6	-3.7	-4.0	41.7	-1.0	0.0
CC(=O)n1cc(C2C(=O)CCCC2=O)c2ccccc21	-14.1	0.2	-6.5	-1.7	14.8	-7.0	-6.8	-1.5	2.1
COc1ccc(NC(=O)c2ccccc2NC(=O)NC2CCCCC2)cc1	0.1	-4.0	17.5	-3.8	-13.2	0.4	-4.6	-0.5	8.7
CC(C)NC(=O)COc1coc(CN2CCN(c3ccccc3)CC2)cc1=O	-3.8	3.4	11.2	-4.9	3.5	-2.7	17.0	-2.3	5.5
O=c1[nH]c2ccccc2c(O)c1SCCO	-3.9	-2.7	20.0	-5.1	10.7	-8.7	48.6	-5.3	3.0

Record cards, from the list above. Order of screens: GPR7 antag, IDE cell inh, NALP1 inh, VIM-2 inhibitor, M18AAP inhibitor, pCIP destab, PHOSPHO1 inh, IMP-1 inh, IDE act
CC(=O)n1cc(C2C(=O)CCCC2=O)c2ccccc21 as listed: -14.1, 0.2, -6.5, -1.7, 14.8, -7.0, -6.8, -1.5, 2.1
COC(=O)c1ccc(-c2ccc(/C=N/N3C(=O)C4C5C=CC(C6CC56)C4C3=O)o2)cc1 (configuration not stated) as listed: -13.3, 10.7, 36.2, -0.5, 4.5, 2.3, 5.6, -4.3, 4.6
CC(C)CNC(CC(=O)Nc1cccc([N+](=O)[O-])c1)C(=O)O (configuration not stated) as listed: -3.8, 5.1, 6.2, -2.7, 0.2, -4.1, -16.9, -3.7, 5.0

Next section.
SMILES	GPR7 antag	IDE cell inh	NALP1 inh	VIM-2 inhibitor	M18AAP inhibitor	pCIP destab	PHOSPHO1 inh	IMP-1 inh	IDE act
O=C(NC(=S)N1CCN(Cc2ccccc2)CC1)c1cccnc1	5.7	-0.8	-16.4	-8.1	-2.5	4.2	-1.8	-6.6	2.5
Cc1ccccc1-c1nc(CN2CCN(C(=O)c3ccco3)CC2)c(C)o1	-13.9	4.4	2.7	-1.4	-3.0	-5.7	33.5	-3.0	1.4
Cc1ccc(-c2nc3cccnc3o2)cc1NC(=O)COc1ccc(Cl)cc1C	-10.7	-2.3	0.0	-2.5	-0.4	-12.9	-7.2	-0.4	3.8
NS(=O)(=O)c1ccc(NC(=O)c2ccc3c(c2)OCO3)cc1	-10.5	-2.2	-22.9	-2.8	6.9	6.2	42.6	-2.4	2.8
COc1ccc(C2CC(c3ccccc3)=NN2C(=O)COC(=O)C2(C)CC2(Cl)Cl)cc1 (configuration not stated)	-15.5	3.2	-0.3	-0.3	-3.2	-8.2	51.9	0.1	8.3
COc1ccc(CCNC(=O)CN(C)S(=O)(=O)c2cccs2)cc1OC	-5.8	3.4	8.3	-4.0	-2.0	-13.9	13.9	-5.1	7.1

From PubChem BioAssay
